Screens: PubChem, several laboratories
STAT1 activator – activators of IFN-gamma induced STAT1 signaling; NIH 3T3 STAT1-luciferase reporter, luminescence; 100% = IFN-gamma alone, no compound; activation (% of control), % at 5.5 µM; 200,000 tested, 2.6% active; AID 932;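 active = activation above the screen-wide mean activation plus 3 SD, cut at about 130% in these data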;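 note: raw ratio to IFN-gamma control signal so 100% means no change and 0% no light; values of inactives mirror those of a sister screen read the other way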
Diaph act CS – activates diaphorase or chemically reduces, flagging diaphorase assay artifacts. 190,000 tested, 0.005% active. activation factor at 20 µM. Diaphorase/resazurin coupled assay, resorufin fluorescence, 16 min; active compounds read high; 1 = vehicle wells, 0 = NADH-free wells;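 active = diaphorase activity raised at least twofold by the compound at 20 µM; inactive = activation factor below 2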
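Material: purified diaphorase enzyme from Clostridium kluyveri / Medium: HEPES pH 7.4 buffer with MgCl2 and Tween 20 / Schedule: enzyme reaction of 16 min at room temperature / Measured by: resorufin fluorescence, excitation 544 nm, emission 590 nm / Evaluation: rise in resorufin formation, marking diaphorase activation or chemical reduction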
FLuc inhib CS – counter-screen for luciferase assay inhibitors: firefly luciferase inhibition; P08659; ATPLite firefly luciferase biochemical luminescence, 10 min; inhibition, % at 10 µM; 200,000 tested, 1.5% active; AID 1006;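 active = inhibition above about 50% when tested at 10 µM, limit read from the data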
Target sequence (P08659 whole entry, looked up): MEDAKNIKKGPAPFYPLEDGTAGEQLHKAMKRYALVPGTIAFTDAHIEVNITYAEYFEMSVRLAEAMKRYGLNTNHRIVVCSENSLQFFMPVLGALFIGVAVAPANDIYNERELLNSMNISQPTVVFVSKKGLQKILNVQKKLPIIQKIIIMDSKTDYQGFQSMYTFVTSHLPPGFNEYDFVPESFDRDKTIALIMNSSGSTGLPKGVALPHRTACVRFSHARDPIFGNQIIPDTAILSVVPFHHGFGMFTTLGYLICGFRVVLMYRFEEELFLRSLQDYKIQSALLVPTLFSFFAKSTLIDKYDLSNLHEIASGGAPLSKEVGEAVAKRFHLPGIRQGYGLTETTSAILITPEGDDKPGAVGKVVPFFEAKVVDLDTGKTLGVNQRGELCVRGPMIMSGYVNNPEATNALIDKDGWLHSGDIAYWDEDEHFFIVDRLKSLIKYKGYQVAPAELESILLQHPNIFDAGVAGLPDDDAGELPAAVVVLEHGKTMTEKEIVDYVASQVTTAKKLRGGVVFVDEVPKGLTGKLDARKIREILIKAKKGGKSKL
APP 5'UTR act – APP 5'UTR luciferase reporter activation; SH-SY5Y APP 5'UTR luciferase reporter, luminescence; zero percent = DMSO vehicle wells; activation, % at 2 µM; 190,000 tested, 1% active;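 active = activation above a set limit, based on mean plus 3 SD of controls, cut at about 140% in these data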; note: values of inactives mirror those of a sister screen read the other way
Diaph inh CS – counter-screen for diaphorase-based assays: diaphorase inhibitors and chemical oxidizers. diaphorase resazurin-to-resorufin fluorescence, NADH, 16 min; bacterial (C. kluyveri) enzyme, not human. inhibition, % at 20 µM. 190,000 tested, 0.69% active;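 active = primary screen inhibition at 20 µM above a set limit, cut at about 50% in these data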;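 note: plate controls were DMSO with full reaction for no effect and wells lacking NADH for full effect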
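Test system: Clostridium kluyveri diaphorase enzyme / Quantity: diaphorase at 0.14 U/mL in enzyme working solution / Incubation: 16-min room-temperature incubation before reading / Benchmarks: NADH-free wells as positive control, DMSO-only neutral wells / Signal: resorufin fluorescence 544/590 nm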
TLR4 MyD88 comp – blocks binding of human TLR4 to MyD88 | O00206+Q99836 | HeLa CL3-4 TLR4/MyD88 BLA complementation, FRET ratio | inhibition, % at 8.4 µM | 200,000 tested, 0.18% active | AID 861; in the data active = inhibition above about 25%;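 note: 0% = vehicle and 100% = reference inhibitor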
APP 5UTR inh – APP translation inhibition; inhibition, % at 2 µM; 190,000 tested, 0.82% active; SH-SY5Y APP 5'UTR-luciferase reporter, luminescence; AID 1285;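 active = inhibition above a set limit, derived from the sample mean plus 3 SD, cut at about 45% in these data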; note: values of inactives mirror those of a sister screen read the other way
NF-kB neuron act – NF-kB expression increase, human neuronal cells; AID 1239; NF-kB reporter expression; active compounds read high; fold change at 12.5 µM; 190,000 tested, 1.6% active; in the data active = fold change above about 3.3
G6PDH CS – counter-screen for G6PDH assay hits: L. mesenteroides G6PDH inhibition; Purified L. mesenteroides G6PDH, diaphorase/resazurin coupled fluorescence, 45 min; inhibition, % at 5 µM; 200,000 tested, 0.12% active; in the data active = inhibition above about 50%
FLuc act counter – firefly luciferase counter-screen for stimulation assays; P08659; AID 1027; ATPlite luciferase biochemical, luminescence, 10 min; 0 = ATP-free wells, 1 = DMSO control; activation factor at 10 µM; 200,000 tested, under 10 active;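 active = luciferase activation factor, scaled between plate controls, of at least 2 with compound at 10 µM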
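Assay system: Luciferase/luciferin reagent mix; Medium: PBS as buffer for the ATP substrate; Dosing: test compounds dosed from 2 mM stocks in 100% DMSO; Times: 10 min, room temperature; Signal: luminescence from luciferase reaction; Read-out: luciferase activation; Controls: No-ATP low control, compound-free enzyme-plus-ATP high control.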
* = called active by the depositor; · = no result given.

SMILES	STAT1 activator	Diaph act CS	FLuc inhib CS	APP 5'UTR act	Diaph inh CS	TLR4 MyD88 comp	APP 5UTR inh	NF-kB neuron act	G6PDH CS	FLuc act counter
Cc1nnc(SCC(=O)Nc2ccc3c(c2)OCCO3)n1CC1CCCO1 (centres undefined)	105	1	-7	7	-1	-9	-7	0.94	6	1.1
O=C(NCCCN1CCCCCC1)C1CC(=O)N(C2CCCC2)C1 (centres undefined)	99	1.3	-3	2	-31	-1	-2	1.1	10	1
CC(C)NS(=O)(=O)c1ccc(OCC(=O)Nc2ccc3c(c2)OCCO3)cc1	103	0.9	-9	11	7	1	-11	1.1	5	1.1
CC(C)Oc1ccc(N2CC(C(=O)Nc3ccc(N4CCOCC4)cc3)CC2=O)cc1 (centres undefined)	102	0.8	0	1	19	2	-1	1.1	14	1
CC1CCC2(CC1)C(Nc1cccc(Cl)c1)=NC(=S)N2CC#N (centres undefined)	111	0.9	-8	0	6	5	0	0.84	-2	1.1
COCc1nnc(NC(=O)c2cc(C(=O)OC)cc([N+](=O)[O-])c2)s1	102	0.8	-3	4	18	-8	-4	0.96	1	1
CCCOc1ccccc1NC(=O)c1c(-c2ccccc2)noc1C	98	0.9	-6	-10	12	-24	10	1.1	-16	1.1
CCOc1c2ccc(C(=O)NCc3ccc(OC(F)(F)F)cc3)cc2nn1CC	102	0.9	-5	0	15	-12	0	1.2	14	1.1
CC(Sc1nnc(C(C)N(C)C)n1-c1ccc(Cl)cc1)C(=O)Nc1ccc2c(c1)OCO2 (centres undefined)	107	0.8	-8	-3	23	4	3	1.1	0	1.1
COc1cccc(Nc2nc3ccccc3c(=O)[nH]2)c1	101	0.9	6	-14	7	1	14	1.1	0	0.9
COc1cc2c(cc1NCc1ccc3c(c1)OCO3)oc1ccccc12	100	0.8	-1	7	21	4	-8	1.4	4	1
Cc1ccccc1C(=O)NC1CCN(CC(=O)NCc2ccc(F)cc2)CC1	96	1	-3	-8	2	-2	8	1.2	6	1
N#Cc1c(NC(=O)C2CCCO2)sc2c1CCCCC2 (centres undefined)	139*	1	27	130	4	4	-130	1.1	3	0.7
CCOc1ccc2nc(SCc3ccc(CC(=O)O)cc3)c(C#N)cc2c1	108	·	3	7	·	8	-7	0.82	16	1
COc1ccc(-c2cc(C(=O)NCCCn3ccnc3)no2)cc1	110	1	-2	30	5	-3	-30	1.8	7	1
COc1c(Cl)cc(Cl)cc1C(=O)Nc1ccc(CN2CCCCC2)cc1	100	1.1	2	-1	-8	3	1	1.1	27	1
Cc1cc2nc(SCCN3CCCC3)[nH]c2cc1C	105	0.9	-5	-4	8	10	4	1.6	16	1
CC1CCCC(C)N1S(=O)(=O)c1ccc(NC(=O)CCn2cnc3ccccc3c2=O)cc1 (centres undefined)	95	0.8	-5	4	17	-8	-4	1.4	3	1.1
Cc1ccc(CCNC(=O)C2CCN(c3nn4c(=O)cc(C)nc4s3)CC2)cc1	104	1	-4	-3	3	-7	3	0.77	-1	1
Nc1cc(Cl)c(N)cc1Cl	99	0.9	-10	1	12	-1	-1	1.3	-2	1.1

Pulled by compound from above:
SMILES	STAT1 activator	Diaph act CS	FLuc inhib CS	APP 5'UTR act	Diaph inh CS	TLR4 MyD88 comp	APP 5UTR inh	NF-kB neuron act	G6PDH CS	FLuc act counter
Cc1cc2nc(SCCN3CCCC3)[nH]c2cc1C	105	0.9	-5	-4	8	10	4	1.6	16	1
COc1cc2c(cc1NCc1ccc3c(c1)OCO3)oc1ccccc12	100	0.8	-1	7	21	4	-8	1.4	4	1

An excerpt from above, limited to FLuc act counter and Diaph act CS.
mol | FLuc act counter | Diaph act CS
Cc1ccccc1C(=O)NC1CCN(CC(=O)NCc2ccc(F)cc2)CC1 | 1 | 1
COCc1nnc(NC(=O)c2cc(C(=O)OC)cc([N+](=O)[O-])c2)s1 | 1 | 0.8

Shown with two lines to a compound: 3 of the compounds above
The line under a structure holds: STAT1 activator, Diaph act CS, FLuc inhib CS, APP 5'UTR act, Diaph inh CS, TLR4 MyD88 comp, APP 5UTR inh, NF-kB neuron act, G6PDH CS, FLuc act counter
N#Cc1c(NC(=O)C2CCCO2)sc2c1CCCCC2 (centres undefined)
    139*, 1, 27, 130, 4, 4, -130, 1.1, 3, 0.7
COCc1nnc(NC(=O)c2cc(C(=O)OC)cc([N+](=O)[O-])c2)s1
    102, 0.8, -3, 4, 18, -8, -4, 0.96, 1, 1
Nc1cc(Cl)c(N)cc1Cl
    99, 0.9, -10, 1, 12, -1, -1, 1.3, -2, 1.1

New compounds follow.
SMILES	STAT1 activator	Diaph act CS	FLuc inhib CS	APP 5'UTR act	Diaph inh CS	TLR4 MyD88 comp	APP 5UTR inh	NF-kB neuron act	G6PDH CS	FLuc act counter
COc1ccc2c(C=O)c[nH]c2c1	100	1	-6	-9	0	8	9	1	-15	1.1
CC(OC(=O)c1ccco1)C(=O)Nc1ccc(Cl)cn1 (centres undefined)	96	1.1	-2	14	-6	3	-14	1.3	4	1
Cc1cc(C(=O)Nn2cnnc2)cs1	100	0.9	-5	-3	9	-13	3	1.1	0	1
CN(C(=O)NC(=O)C1=C(N2CCOCC2)/C(=C/c2ccccc2)CC1)S(C)(=O)=O	107	0.9	-2	17	8	10	-17	1.1	0	1
c1ccc(-c2nn3c(C4CCCCC4)nnc3s2)nc1	106	0.8	-4	-8	17	-6	8	1.1	3	1
O=C(NCc1ccccc1Cl)C(=O)c1c[nH]c2ccccc12	123	0.9	-3	-10	8	3	10	0.97	4	1
O=C(c1nnsc1S(=O)c1ccc(Cl)cc1)N1CCOCC1 (centres undefined)	76	1	-3	-48	3	6	48*	0.51	2	1
COC(=O)C(O)(CC(=O)Nc1ccc(OC(F)(F)F)cc1)C(F)(F)F (centres undefined)	105	0.8	-4	1	16	-2	-1	0.97	-3	1
COc1ccc(S(=O)(=O)N(C)c2ccc(C(=O)NCC3CCCO3)cc2)cc1 (centres undefined)	96	0.9	-6	-4	6	2	4	1.2	-4	1.1
CCN(CC)C(=O)C1CCCN(c2ncnc3c2cnn3-c2cccc(C)c2)C1 (centres undefined)	90	0.7	-7	-3	29	-9	3	0.59	2	1.1
CN(CC(=O)NCc1cccs1)S(=O)(=O)c1cccc2nsnc12	102	0.9	-1	-1	9	-15	1	0.95	1	1
CCc1nnc(NC(=O)c2cc(-c3ccco3)nc3ccccc23)s1	100	0.7	-2	-13	28	7	13	0.94	-9	1
Cc1nn(C)cc1/C=N\NC(=O)Cc1ccc([N+](=O)[O-])cc1	95	0.9	-3	4	8	-4	-4	1.2	4	1
O=C(CN1CCOCCOCCOCCOCC1)Nc1ccccc1	103	0.9	-7	-14	10	8	14	1.2	10	1.1
COc1ccc(NC(=O)c2n[nH]c(=O)c3ccccc23)cc1S(=O)(=O)N1CCCCC1	92	0.9	-3	7	8	12	-7	0.83	-20	1
COc1cccc(C(=O)Oc2cc(N)n(S(=O)(=O)c3ccc(C)cc3)n2)c1OC	100	0.9	-2	-6	8	-11	6	0.91	-1	1
COC(=O)c1sccc1NC(=O)c1cccc(OC)c1	99	0.8	-4	-12	17	6	12	1.1	1	1
Cc1ccc(/C(O)=C2/C(=O)C(=O)N(Cc3cccnc3)C2c2ccccn2)cc1 (centres undefined)	100	0.9	-4	-1	11	1	1	1.2	-4	1
O=C(NNC(=O)c1ccncc1)NC1CCCCC1	96	1.1	-1	-15	-8	-8	15	1.2	10	1
CC(=O)Nc1nc2c(c3c1c(=O)oc1ccccc13)CC(C)CC2 (centres undefined)	89	0.9	1	1	13	-12	-1	1	17	1
O=S(=O)(Nc1nc2ccccc2nc1NCc1ccco1)c1cccs1	100	0.9	-4	10	13	-6	-10	1.1	-5	1
CC(=O)Oc1ccc(-c2cccc(C(=O)NCCO)c2)cc1	108	1	3	-6	-1	7	6	1.7	7	1
O=C(CSc1nc2ccccc2n1CC(=O)N1CCCC1)N1CCN(C(=O)c2ccco2)CC1	100	1	-8	18	3	2	-18	0.92	-3	1.1
CN(/N=C/C=C/c1ccccc1)C1=NS(=O)(=O)c2ccccc21	106	0.9	-5	14	12	1	-14	0.97	-19	1.1
